Screens (PubChem)
KCNQ2 inh – KCNQ2 potassium channel inhibitors, primary screen, cell-based, CHO-K1, FluxOR thallium flux, B-score (AID 2156) | O88943 | 20 min; active compounds read low | B-score at 10 µM | 310,000 tested, 1.1% active;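 active means fluorescence ratio B-score at most minus 3 library SDs, with starting brightness B-score within 2 library SDs, cut at about -5.5 in these data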
Kir21 block – inhibitors of mouse Kir2.1 inward-rectifier potassium channel; P35561; HEK293-Kir2.1, FluxOR thallium flux fluorescence; active compounds read low; B-score at 10 µM; 310,000 tested, 0.85% active;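 active means fluorescence ratio B-score at or below minus 3 SD of library scores, with starting-brightness B-score within 2 SD, cut at about -4.2 in these data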;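 further: channel flux triggered by added potassium and thallium sulfate stimulus; B-score of peak minus minimum fluorescence over baseline after thallium stimulus; more negative B-score means stronger Kir2.1 block with less thallium influx; some compounds called inactive have numbers as strong as hits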
Target sequence (P35561 whole entry, looked up): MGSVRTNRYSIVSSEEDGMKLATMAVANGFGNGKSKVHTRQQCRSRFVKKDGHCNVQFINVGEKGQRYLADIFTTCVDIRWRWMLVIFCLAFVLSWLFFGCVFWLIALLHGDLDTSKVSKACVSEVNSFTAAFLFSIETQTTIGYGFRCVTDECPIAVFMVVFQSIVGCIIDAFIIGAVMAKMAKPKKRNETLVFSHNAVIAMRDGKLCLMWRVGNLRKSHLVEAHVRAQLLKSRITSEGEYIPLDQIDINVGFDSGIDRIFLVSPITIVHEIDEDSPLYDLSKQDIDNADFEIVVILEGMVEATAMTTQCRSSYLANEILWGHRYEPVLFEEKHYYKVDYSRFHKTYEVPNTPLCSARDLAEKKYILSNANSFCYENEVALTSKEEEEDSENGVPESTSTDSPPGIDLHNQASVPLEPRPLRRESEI
STK33 kinase inh – inhibitors of human STK33 kinase; Q9BYT3; purified STK33, MBP phosphorylation, ADP-Glo luminescence; inhibition, % at 10 µM; 320,000 tested, 0.073% active; AID 2661;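 active means inhibition at or above 25%, using the most active replicate where run in duplicate; inactive means inhibition below 25%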
Target sequence (Q9BYT3 whole entry, looked up): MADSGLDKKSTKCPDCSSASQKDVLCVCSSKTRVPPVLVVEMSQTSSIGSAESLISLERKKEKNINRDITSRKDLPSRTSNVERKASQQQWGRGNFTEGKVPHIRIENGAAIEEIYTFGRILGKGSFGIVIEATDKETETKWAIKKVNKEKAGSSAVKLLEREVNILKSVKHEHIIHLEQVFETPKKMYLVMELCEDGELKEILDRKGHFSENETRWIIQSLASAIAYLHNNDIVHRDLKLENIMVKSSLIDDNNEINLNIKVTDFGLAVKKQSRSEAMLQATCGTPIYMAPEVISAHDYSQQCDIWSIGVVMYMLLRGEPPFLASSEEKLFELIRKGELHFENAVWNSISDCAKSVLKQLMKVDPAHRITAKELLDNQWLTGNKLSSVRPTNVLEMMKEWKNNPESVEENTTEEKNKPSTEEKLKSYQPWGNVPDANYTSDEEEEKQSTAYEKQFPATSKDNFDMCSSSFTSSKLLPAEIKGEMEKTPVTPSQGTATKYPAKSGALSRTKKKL
An asterisk follows results filed as active; i = inactive; · = not tested or not shown.

SMILES	KCNQ2 inh	Kir21 block	STK33 kinase inh
COc1ccc(NC(=O)/C(=C/c2cccs2)NC(=O)c2ccco2)cc1	i	0.66	-1.7
CN1CCN(S(=O)(=O)c2cccc(C(=O)NCc3ccc(Cl)cc3)c2)CC1	i	0.88	-1.3
CCCCc1c(O)nc(SCC(=O)Nc2ccc(C)cc2)n(-c2ccc(OC)cc2)c1=O	i	-0.15	0.6
O=C(CSCc1ccccc1)Nc1ccccc1C(=O)Nc1ccc(C(=O)O)cc1	i	-0.07	-1.1
CN(C)S(=O)(=O)c1ccc(C(=O)OCC(=O)Nc2ccc(OC(F)F)cc2)cc1	i	0.02	-0.4
COc1cccc(N2C(=O)CC(N3CCc4ccccc4C3)C2=O)c1 (stereo not given)	i	0.02	-3.4
CC(C)NC(=O)Nc1n[nH]c(Nc2ccc(Cl)cc2)n1	i	-0.94	0.9
Cc1cc(NC(=O)Cc2ccsc2)ccc1Br	i	-0.31	0.9
CC(C)CN(CC(C)C)C(=O)C12CCC(C)(C(=O)O1)C2(C)C (stereo not given)	i	-1.2	1.2
COc1ccc(OCc2cc(C(=O)NC(C)Cc3ccccn3)no2)c(Cl)c1 (stereo not given)	i	-0.81	0.1
CS(=O)(=O)c1ccccc1C(=O)N(CCc1ccccc1)Cc1ccccc1	-5.6*	-0.24	-2.8
c1cncc(-c2noc(CC3CCCCC3)n2)c1	i	0.28	-1.0
O=[N+]([O-])c1ccc(N2CCCCC2)cc1NCCOc1ccccc1	i	1.6	-1.3
CCCCc1nnc(NC(=O)c2ccccc2OCc2c(C)noc2C)s1	i	-0.42	0.0
Cc1ccc(C)c(OCc2cc(C(=O)NC(c3ccccn3)C(F)(F)F)no2)c1 (stereo not given)	i	-1.5	0.0
CCOCC(=O)Nc1cc(S(=O)(=O)N2CCOCC2)ccc1N1CCCCC1	i	0.25	-1.6
COc1ccc(OS(=O)(=O)c2ccc(N3C(=O)CCC3=O)cc2)cc1	i	0.06	-1.2
CCCCCC(=O)N1CC2(CC(c3cccc(NC(=O)[C@@H]4CCC(=O)N4)c3)=NO2)C[C@@H]1C(N)=O (stereo not given in full)	i	0.58	0.3
O=C(Nc1cccc(-c2cn3ccccc3n2)c1)C1CC1	i	-0.5	1.1
CC(/C=C1\SC(=S)N(CCC(=O)Nc2ccc(O)cc2)C1=O)=C\c1ccccc1	i	-1.1	0.3
CCC(C(=O)NC1CCCCCC1)n1nc(C)c2c(C)n(-c3ccccc3)nc2c1=O (stereo not given)	i	1.4	3.2
CCCc1nc2oc3c(NCC(C)O)ncnc3c2c2c1CCCC2 (stereo not given)	i	-0.85	-1.5
O=C(NCCCn1ccnc1)c1ccc(Br)o1	i	-1.2	-0.8
Cc1ccc(NC(=O)CN(C)C(=O)c2nn(C)c(=O)c3ccccc23)cc1	i	-1.1	-1.4
Clc1ccc(OCCOCCNCc2ccccc2)cc1Cl	i	-8.7*	-1.3
SMILES	KCNQ2 inh	Kir21 block	STK33 kinase inh
O=C(Cn1cnc2ccccc2c1=O)Nc1ccc(-c2nnc3n2CCCCC3)cc1	i	0.55	3.2
CCc1cccc(NC(=O)CSC2=NS(=O)(=O)c3ccccc32)c1	i	-0.56	0.1
CCOc1ccc(S(=O)(=O)N(C)c2ccc(OCC(=O)Nc3ccc4[nH]c(=O)[nH]c4c3)cc2)cc1	i	-0.35	-2.3
Cn1nc(C(=O)N2CCN(C(c3ccccc3)c3ccccc3)CC2)c2ccccc2c1=O	i	1.6	1.3
CC(NC(=O)COC(=O)Cn1cnc2ccccc2c1=O)C1CC2CCC1C2 (stereo not given)	i	-0.84	0.0
Cc1ccc(-n2c(SCC(=O)N/N=C/C=C/c3ccccc3[N+](=O)[O-])nc3ccccc3c2=O)cc1	i	-1.2	-0.3
COc1ccc(OC)c(-c2nc3cc4ccccc4cc3nc2-c2ccccc2)c1	i	-0.76	0.7
CCN(CCNC(=O)Nc1ccc(Cl)cc1)c1ccccc1	i	-1.5	4.7
O=C(OCn1nnc2ccccc2c1=O)c1cc(-c2ccccc2)nc2ccccc12	i	0	·
CCc1nnc(SCc2cccc(F)c2)nc1CC	i	0.72	-1.0
Cc1ccc(C(=O)Oc2cc(N)n(S(=O)(=O)c3ccc(F)cc3)n2)cc1	i	0.83	-1.5
COc1ccc(CC(NC(C)=O)C(=O)NC2CCN(S(=O)(=O)c3ccc(NC(C)=O)cc3)CC2)c(OC)c1 (stereo not given)	i	-1.1	1.8
N#Cc1ccccc1OCC(=O)NCC1(N2CCCCC2)CCCCC1	i	1.1	-1.2
CC(C)[C@H](NC(=O)OCc1ccccc1)C(=O)OCC(=O)N1CCN(c2ccccc2)CC1	i	-1.8	-1.8
COc1ccc2c(c1)N1CCN=C1N2C	i	-0.5	2.8
Cc1cc(NC(=O)CO/N=C/c2ccc3c(c2)OCO3)ccc1Br	i	1.2	-2.6
C=CCOC(=O)/C(=C\c1cccc2ccccc12)NC(=O)c1ccccc1	-5.8*	1.1	-0.4
CCCC(c1nnnn1Cc1ccc(F)cc1)N1CCN(C)CC1 (stereo not given)	i	-0.08	-0.5
Cc1nn2c(-c3ccncc3)nnc2c2ccccc12	i	-0.09	1.7
C1CCN=C(Nc2nn[nH]n2)CC1	i	1.3	0.9
COc1ccc(-c2ccc(CCC(=O)O)n2CC(=O)Nc2ccccc2C)cc1	i	-0.17	-0.2
Cc1ccc(Cn2cc(S(=O)(=O)c3ccc(Cl)cc3)c(=O)c3cc(F)ccc32)cc1	i	1.9	0.4
Cc1ccc(OC(C)C(=O)Nc2cc(C)on2)cc1 (stereo not given)	i	-0.02	0.2
CC1CC2OC(=O)C3(C)CCCC(C)(C23)C1(O)CCc1ccoc1 (stereo not given)	i	-1.1	0.4
COc1ccc(NC(=O)CCCCC#Cc2ccccc2)cc1	i	0.18	-0.2

Quoted at random: seven records from the list, in no set order.
SMILES	KCNQ2 inh	Kir21 block	STK33 kinase inh
COc1ccc(NC(=O)/C(=C/c2cccs2)NC(=O)c2ccco2)cc1	i	0.66	-1.7
COc1ccc(OCc2cc(C(=O)NC(C)Cc3ccccn3)no2)c(Cl)c1 (stereo not given)	i	-0.81	0.1
COc1ccc(OC)c(-c2nc3cc4ccccc4cc3nc2-c2ccccc2)c1	i	-0.76	0.7
CCc1cccc(NC(=O)CSC2=NS(=O)(=O)c3ccccc32)c1	i	-0.56	0.1
CCOCC(=O)Nc1cc(S(=O)(=O)N2CCOCC2)ccc1N1CCCCC1	i	0.25	-1.6
C1CCN=C(Nc2nn[nH]n2)CC1	i	1.3	0.9
COc1ccc(OS(=O)(=O)c2ccc(N3C(=O)CCC3=O)cc2)cc1	i	0.06	-1.2

Next part.
SMILES	KCNQ2 inh	Kir21 block	STK33 kinase inh
COc1ccccc1/C=N/Nc1cc(C)nc(N2CCOCC2)n1	i	-0.13	-1.0
O=C(COc1ccccc1)NCC(=O)N/N=C/c1ccc(O)cc1O	i	0.02	1.3
COc1ccc(C2CC(c3ccc(F)cc3)n3nc(NS(C)(=O)=O)nc3N2)cc1 (stereo not given)	i	-0.61	-1.5
CCOC(=O)C1=NN(C(=O)c2ccc(C)cc2)C(O)(c2ccc(Cl)cc2)C1 (stereo not given)	i	0.42	-4.7
COc1cc(NC(=O)CCS(=O)(=O)c2ccc3c(c2)oc(=O)n3C)cc(OC)c1	i	0.03	-2.1
CC(C)(C)c1nn(-c2ccccc2)c2[nH]c(=O)c(CNc3ccc4c(c3)OCCO4)cc12	i	0.39	-2.6
COc1ccc(N(CC(=O)NCc2ccccc2)S(=O)(=O)c2c(C)nn(C)c2C)cc1	i	0.73	0.6
CCOc1ccsc1C(=O)OC	i	-1.1	-1.1
COc1cccc(/C=N/NC(=O)CNC(=O)C(c2ccccc2)c2ccccc2)c1O	i	-0.43	-1.0
COc1cc(/C=N/N2C(C)CCCC2C)cc(Br)c1O (stereo not given)	i	-0.44	0.2
Cn1nc(C(F)(F)F)c(-c2ccc(Br)cc2)c1NC(=O)c1ccco1	i	-1.4	-2.6
Cc1ccc(CSCC(=O)Nc2ccccc2)cc1	i	0.95	-0.4
NNC(=O)c1cccc(COc2ccccc2Br)c1	i	0.86	-0.8
Cc1ccc(NC(=O)Cc2ccc([N+](=O)[O-])cc2)c(Br)c1	i	-0.53	-2.3
CCN1CCN(CCCN(Cc2ccco2)C(=S)Nc2cccc(Cl)c2C)CC1	i	0.41	-0.2
CC(=O)OCCn1c2nc(=O)[nH]c(=O)c-2nc2cc(C)c(C)cc21	i	-21	0.5
Cc1c(C)c2c(OCC(=O)NCc3ccccn3)cc3c(c2oc1=O)CCC(C)(C)O3	i	-0.86	-1.4
COc1ccccc1CCC(=O)Nc1ccc2c(c1)CN(CCCn1cccn1)CC2	i	-0.54	-0.7
CCN(Cc1ccccc1)C(=O)/C=C/c1ccccc1[N+](=O)[O-]	i	-2	·
Cc1ccc(NC(=O)N2CCN(c3ccccn3)CC2)cc1	i	0.56	-0.1
CSc1nn(-c2ccc(C(=O)OC(C(=O)NC(N)=O)C(C)C)cc2)c(=S)s1 (stereo not given)	i	0.68	-0.9
Cc1ccc(NC(=O)CN(C)C(=O)c2cc(S(=O)(=O)N(C)C)ccc2N2CCCC2)cc1	i	2.3	-1.9
Clc1cccc(-c2nc(NCc3cccnc3)c3ccccc3n2)c1	i	0.42	-1.0
O=C(NN=C(Cc1ccccc1)Cc1ccccc1)c1ccc(F)cc1	-5.6*	0.11	-1.5
C=CCOc1c(CNc2ccc(C(=O)O)cc2)cccc1OCC	i	-0.92	-0.7
SMILES	KCNQ2 inh	Kir21 block	STK33 kinase inh
CC(=O)Nc1ccc(S(=O)(=O)NC2(C(F)(F)F)C(=O)Nc3c2c(=O)[nH]c(=O)n3Cc2ccccc2)cc1 (stereo not given)	i	0.75	0.5
CC(NS(=O)(=O)c1ccccc1)C(=O)Nc1ccc2c(c1)OCCO2 (stereo not given)	i	0.69	-1.4
CCOC(=O)N1CCN(C(=O)COc2ccc(S(=O)(=O)NC3CCCCC3)cc2C)CC1	i	0.91	0.0
CCN(Cc1ccccc1)S(=O)(=O)c1ccc2c(c1)NC(=O)CC(=O)N2	i	-2.2	-0.4
CCc1ccc(OC(=O)Nc2ccccc2)cc1	i	2.3	-1.3
CCN1C(=O)[C@@H]2[C@@H](c3ccc(-c4ccc(Cl)c(Cl)c4)cc3)N3CCCC[C@@]3(C(=O)OC)[C@@H]2C1=O	i	0	-1.1
CCN1C(=O)c2ccccc2Sc2ccc(C(=O)NCCCN3CCOCC3)cc21	i	0.27	0.2
CCC1CCC2(CC1)NNC(=S)NN2	i	-0.91	0.4
O=C(CSc1nc2ncccc2[nH]1)Nc1ccccc1-c1ccccc1	i	-1.8	1.9
CC(=O)N1CCN=C1SCc1ccc(F)cc1	i	-1.6	0.5
COc1ccccc1NC1SC(=O)N(c2ccccc2)C1=O (stereo not given)	i	0.02	0.2
COc1ccc(NC(=O)Nc2cccc(F)c2)c(OC)c1	i	-0.04	-0.8
Cc1ccccc1CCN1CCCC(CN(C)C(=O)c2ccc3ncccc3c2)C1 (stereo not given)	i	-0.25	-1.3
CCOC(=O)CSC1=C(C#N)C(=O)NC(c2ccc(OC)c(OC)c2)S1 (stereo not given)	i	1.8	1.8
CCC1S/C(=N/N=C/c2ccco2)N(Cc2ccccc2)C1=O (stereo not given)	i	-0.69	-0.1
O=C(c1ccc(Cl)nc1)N1CCN(S(=O)(=O)c2ccc(Cl)cc2)CC1	i	-0.02	-0.1
COc1ccc(-c2nnc(SC)o2)c(OC)c1	i	-2.1	-0.5
COc1ccc(CC(=O)NCC2COc3ccccc3O2)cc1 (stereo not given)	i	0.31	-1.0
CC(O)CNc1ccc(-c2n[nH]c(=O)c3ccccc23)cc1[N+](=O)[O-] (stereo not given)	i	0.78	-0.1
CCOC(=O)c1cccc(NC(=O)c2ccco2)c1	i	1.4	2.0
Nc1cccc(-c2csc(-n3ncc(C(=O)O)c3C(F)(F)F)n2)c1	i	-2.1	0.0
COc1ccccc1-c1cc(C(F)(F)F)c(C#N)c(=O)[nH]1	i	1.2	-1.1
Cc1cc(C)nc(SCc2nnc(SCC(=O)Nc3ccc(C)c(C)c3)o2)n1	i	-1.9	-1.5
COc1ccc(CCN(C)c2ncnc3sccc23)cc1OC	i	-1.5	0.3
Cc1cc(C(=O)NCCc2ccc(Cl)cc2)c(C)o1	i	-1.9	-0.8
SMILES	KCNQ2 inh	Kir21 block	STK33 kinase inh
CCN(CC(=O)Nc1ccccc1C(F)(F)F)C(=O)COc1cccc2c1OC(C)(C)C2	i	0.78	-1.7
O=C(CCN1CCCC1)Nc1ccc(Br)cc1	i	1.4	-0.2
COc1ccc(C2C(C(=O)NCc3cccnc3)c3cc(OC)c(OC)cc3C(=O)N2C)cc1 (stereo not given)	i	0.02	-3.3
COc1cccc(OC)c1C(=O)OCCCOC(=O)c1c(OC)cccc1OC	i	-0.68	-0.5
O=C(O)C1C2C=CC(C2)C1C(=O)NC1CCN(Cc2ccccc2)CC1 (stereo not given)	i	0.93	-2.4
CCn1c(C(=O)O)c(CC(=O)Nc2ccc(Br)cc2C)c2ccccc21	i	0.94	-3.0
COc1cccc(/C=N/NC(=O)c2ccc(=O)n(C)c2)c1O	i	0.33	-3.9

3 compounds from above, reduced to STK33 kinase inh and KCNQ2 inh.
| Compound | STK33 kinase inh | KCNQ2 inh |
| --- | --- | --- |
| O=C(CCN1CCCC1)Nc1ccc(Br)cc1 | -0.2 | i |
| COc1ccc(C2C(C(=O)NCc3cccnc3)c3cc(OC)c(OC)cc3C(=O)N2C)cc1 (stereo not given) | -3.3 | i |
| COc1cccc(OC)c1C(=O)OCCCOC(=O)c1c(OC)cccc1OC | -0.5 | i |
